NPYLR7 agonist – mosquito NPYLR7 agonism; HEK293T NPYLR7/Galpha15, GCaMP6s calcium fluorescence; activation, % at 10 µM; hit rate 0.15% among 270,000; AID 1259423; in the data active means activation above about 40%;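 further: 0% = vehicle and 100% = reference agonist at the receptor; some compounds past the cut are filed as inactive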
hcGAS lum – human cGAS inhibition | Q8N884 | recombinant h-cGAS, ATP depletion, Kinase-Glo luminescence | inhibition, % at 12.5 µM | hit rate 0.081% among 290,000 | AID 1259398;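 further: 0% = vehicle reaction and 100% = reaction without DNA for no activity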
Target sequence (Q8N884 whole entry, looked up): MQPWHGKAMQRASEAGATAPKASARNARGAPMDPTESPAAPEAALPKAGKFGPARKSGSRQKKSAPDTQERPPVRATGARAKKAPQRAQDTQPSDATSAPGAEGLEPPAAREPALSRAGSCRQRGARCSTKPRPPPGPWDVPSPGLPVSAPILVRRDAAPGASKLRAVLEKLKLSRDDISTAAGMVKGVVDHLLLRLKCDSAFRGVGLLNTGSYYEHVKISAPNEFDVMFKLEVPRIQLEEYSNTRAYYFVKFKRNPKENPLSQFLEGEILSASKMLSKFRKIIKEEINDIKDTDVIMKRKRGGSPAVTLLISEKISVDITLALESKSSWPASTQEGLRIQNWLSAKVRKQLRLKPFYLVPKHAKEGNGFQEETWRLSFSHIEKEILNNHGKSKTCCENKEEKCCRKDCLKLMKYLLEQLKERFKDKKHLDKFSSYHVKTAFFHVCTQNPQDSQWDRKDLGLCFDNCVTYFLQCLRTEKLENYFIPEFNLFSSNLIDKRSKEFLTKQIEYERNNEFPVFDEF
mcGAS lum – mouse cGAS inhibition by luminescence; hit rate 0.15% among 160,000; AID 1259399; Q8C6L5; recombinant cGAS, Kinase-Glo ATP depletion luminescence; inhibition, % at 12.5 µM;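 further: 0% = negative control wells and 100% = reference inhibitor with no enzyme activity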
Starred values were filed as active, the others as inactive. Unless noted, no stated cut-off is given here; in the data, active means inhibition above about 40%; inactive means the rest.

Cc1ccc(O)c(C(=O)c2cnn(C(=O)COc3cc(C)on3)c2)c1 was read as NPYLR7 agonist 8.2 and hcGAS lum -9.6.
Screening CC(C)CSc1ncnc2c1nnn2C returned NPYLR7 agonist -0.3 and hcGAS lum -2.4.
For Cn1c(=O)[nH]c(=O)c2c1nc(N1CCN(Cc3ccccc3F)CC1)n2CCCc1ccccc1 the results were NPYLR7 agonist 4.5, hcGAS lum -6.7 and mcGAS lum -7.3.
Screening COc1cc(CNc2nncc(-c3ccccc3F)n2)cc(OC)c1OC returned NPYLR7 agonist 7.0 and hcGAS lum -5.9.
CCC(=O)N1CCC1(C)C(=O)Nc1ccc2nc(C)ccc2c1 (configuration not stated) was read as NPYLR7 agonist -3.1, hcGAS lum 1.4 and mcGAS lum -1.4.
For Cc1ccc(OCc2nnc(NC(=O)NCc3cccnc3)s2)cc1 the results were NPYLR7 agonist 12.5 and hcGAS lum -7.0.
For CC(O)CN(Cc1ccc(F)cc1)Cc1ccc(F)cc1F (configuration not stated) the results were NPYLR7 agonist 18.6, hcGAS lum -8.7 and mcGAS lum -4.1.
For CC(C)C(C#N)OC(=O)c1nn(-c2ccccc2F)cc1Br (configuration not stated) the results were NPYLR7 agonist -4.7 and hcGAS lum 3.0.
Screening Cn1nccc1C(=O)N1CCN(c2nc3ccc(Cl)cc3s2)CC1 returned hcGAS lum -4.6 and mcGAS lum -4.9.
Screening CCOC(=O)C1(CCCc2ccccc2)CCN(C(=O)c2csnn2)CC1 returned NPYLR7 agonist 6.0 and hcGAS lum -7.4.
O=C(Nc1n[nH]c2ccccc12)C1CC1 was read as NPYLR7 agonist 13.4, hcGAS lum -9.9 and mcGAS lum -16.7.
`COc1ccc(/C=N\NC(=O)CSc2nnc(-c3ccccc3)n2-c2ccccc2)cc1` gave NPYLR7 agonist 3.1, hcGAS lum -3.2 and mcGAS lum -4.9.
`Cc1ccccc1NC(=O)C(C)Sc1nnc(N2CCC(C)CC2)n1C1CC1` (configuration not stated) gave hcGAS lum -8.6 and mcGAS lum -9.6.
`O=C(c1cc2n(n1)CCN(Cc1cccc(Cl)c1)C2=O)N1CCN(c2cccc(Cl)c2)CC1` gave NPYLR7 agonist 4.9, hcGAS lum -6.1 and mcGAS lum -7.8.
Screening Cc1ccc2nc(-c3cccc(Cl)c3)c(NC(C)(C)CC(C)(C)C)n2c1 returned NPYLR7 agonist 2.5, hcGAS lum -3.0 and mcGAS lum -8.8.

Next section, overlapping the part above by two compounds.
`O=C(c1cc2n(n1)CCN(Cc1cccc(Cl)c1)C2=O)N1CCN(c2cccc(Cl)c2)CC1` gave NPYLR7 agonist 4.9, hcGAS lum -6.1 and mcGAS lum -7.8.
Screening Cc1ccc2nc(-c3cccc(Cl)c3)c(NC(C)(C)CC(C)(C)C)n2c1 returned NPYLR7 agonist 2.5, hcGAS lum -3.0 and mcGAS lum -8.8.
`Oc1ccc(C=NN2CCN(Cc3ccccc3)CC2)cc1` gave NPYLR7 agonist -5.1, hcGAS lum -5.6 and mcGAS lum -5.5.
`CC1(C(=O)Nc2ccccc2F)CCN1Cc1ccccc1OC(F)F` (configuration not stated) gave NPYLR7 agonist 5.5 and hcGAS lum -10.6.
`COc1cccc(CN2CCCC3(CCN(c4ncccc4C(N)=O)C3)C2=O)c1OC` (configuration not stated) gave NPYLR7 agonist 2.5, hcGAS lum -5.0 and mcGAS lum -11.1.
For CCS(=O)(=O)NCCCn1nc(-c2ccc(C)cc2)ccc1=O the results were NPYLR7 agonist -2.1 and hcGAS lum -4.7.
O=C(Cn1cc(C(F)(F)F)ccc1=O)OCC(=O)c1ccc(Br)s1 was read as NPYLR7 agonist 0.0 and hcGAS lum 1.1.
`CC(C)NC(=O)Nc1ccccc1S(=O)(=O)NCc1ccco1` gave NPYLR7 agonist 1.5 and hcGAS lum -1.8.
CO[C@H]1CN(C(=O)NC2CCCCC2)[C@@H]2CC[C@@H](O)[C@H]1C2 was read as NPYLR7 agonist 26.1, hcGAS lum -5.4 and mcGAS lum -8.6.
For CCO/N=C1\C(=O)Nc2ccc(Cl)cc21 the results were NPYLR7 agonist 5.5 and hcGAS lum -6.0.
Screening CC(C)(C)C(NCC(=O)N1CCc2ccccc21)c1cccs1 (configuration not stated) returned NPYLR7 agonist 4.6 and hcGAS lum -14.6.
Cc1ccc2oc(-c3cc(NC(=O)c4ccc(Cl)c(Cl)c4)ccc3O)nc2c1 was read as NPYLR7 agonist 12.5, hcGAS lum -5.8 and mcGAS lum -6.4.
`CCCc1nc(N2CCN(C(=O)c3cccc([N+](=O)[O-])c3)CC2)c2c(-c3ccccc3)noc2n1` gave NPYLR7 agonist -7.3, hcGAS lum 4.2 and mcGAS lum 0.2.
Cc1cn2nc(CN3CCCc4ccccc43)n3c2c1CCCC3 was read as NPYLR7 agonist -10.1 and hcGAS lum 4.5.
Cc1ccc(C(NC(=O)CN(C)Cc2ccco2)c2cccs2)cc1 (configuration not stated) was read as NPYLR7 agonist -1.8 and hcGAS lum -6.1.
For Cc1cc(C)n(-c2ccc(N3CCN(C(C(N)=O)c4ccccc4)CC3)nc2)n1 (configuration not stated) the results were NPYLR7 agonist 11.6 and hcGAS lum -9.2.
For CCN1CCN(C(=O)CCC2CCN(C(=O)CCOc3ccccc3)CC2)CC1 the results were NPYLR7 agonist 9.4 and hcGAS lum -10.9.
For Clc1c(C(Cl)(Cl)Cl)nsc1N1CCCCC1 the results were NPYLR7 agonist -11.0 and hcGAS lum -0.6.
c1ccc(-c2nc(N3CCOCC3)nc3ccccc23)cc1 was read as NPYLR7 agonist -2.4 and hcGAS lum -5.5.
Screening NC(=O)C1Cc2ccccc2CN1C(=O)c1cccc2ccnn12 (configuration not stated) returned NPYLR7 agonist 3.6, hcGAS lum -6.7 and mcGAS lum -14.2.
Screening CC(C(=O)Nc1ccccc1SC1CCCC1)n1cncn1 (configuration not stated) returned NPYLR7 agonist -3.3, hcGAS lum 0.0 and mcGAS lum -1.8.
C=CCOc1ccc(C(=O)OCCN2CCCCC2)cc1 was read as NPYLR7 agonist -6.8 and hcGAS lum 0.4.
O=C1CC(c2ccccc2)CC2=Nc3ccccc3NC(c3cccc(F)c3)C12 (configuration not stated) was read as NPYLR7 agonist -0.4, hcGAS lum -3.4 and mcGAS lum -5.6.
Screening Cc1cccc(S(=O)(=O)Nc2[nH]ncc2-c2cccc(Cl)c2)c1 returned NPYLR7 agonist 0.6 and hcGAS lum -2.9.
`COc1cccc(-c2cc3c(Nc4ccc5c(c4)OCO5)nccc3n2C)c1` gave NPYLR7 agonist -6.5, hcGAS lum -0.1 and mcGAS lum 0.9.
For COc1ccccc1CN(CCc1c[nH]c2ccccc12)C(=O)CN(C(=O)COc1ccccc1)C(C)C the results were NPYLR7 agonist 8.4, hcGAS lum 1.0 and mcGAS lum -2.1.
`O=C(N=C1N=C2C=CC(Cl)=CN2Cc2ccccc21)c1cc[n+]([O-])cc1` gave NPYLR7 agonist 6.8 and hcGAS lum -4.5.
COc1ccc(C(=O)N2CCN(Cc3ccccc3CO)CC2)c(OC)n1 was read as NPYLR7 agonist 5.7, hcGAS lum -10.2 and mcGAS lum -13.7.
Screening O=C(NCCNc1ccc([N+](=O)[O-])cc1)NCc1ccccc1 returned NPYLR7 agonist -3.3, hcGAS lum 8.9 and mcGAS lum 3.5.
Screening C=CCN(CC=C)C(=O)c1ccc(-c2ccc3c(c2)OCO3)s1 returned NPYLR7 agonist 2.4, hcGAS lum -6.8 and mcGAS lum -6.9.
Screening O=C(Nc1cccc(Cl)c1)C(=O)c1ccc(C2CCCCC2)cc1 returned NPYLR7 agonist -6.1, hcGAS lum -4.9 and mcGAS lum -4.1.
Screening CN(Cc1nccs1)C(=O)c1cn(CC2CCCNC2)nn1 (configuration not stated) returned NPYLR7 agonist 0.3 and hcGAS lum -8.5.

Taken from above for reference:
For Clc1c(C(Cl)(Cl)Cl)nsc1N1CCCCC1 the results were NPYLR7 agonist -11.0 and hcGAS lum -0.6.
c1ccc(-c2nc(N3CCOCC3)nc3ccccc23)cc1 was read as NPYLR7 agonist -2.4 and hcGAS lum -5.5.

Grouped by structure, the compounds so far containing a nitro group on carbon.
`CCCc1nc(N2CCN(C(=O)c3cccc([N+](=O)[O-])c3)CC2)c2c(-c3ccccc3)noc2n1` gave NPYLR7 agonist -7.3, hcGAS lum 4.2 and mcGAS lum 0.2.
Screening O=C(NCCNc1ccc([N+](=O)[O-])cc1)NCc1ccccc1 returned NPYLR7 agonist -3.3, hcGAS lum 8.9 and mcGAS lum 3.5.

Following part
For CCC(=O)N(c1nnc(SCc2cc(=O)n3c(C)cccc3n2)s1)C1CC1 the results were NPYLR7 agonist 6.5 and hcGAS lum -3.2.
For COc1ccc(NC(=O)NC(Cn2ccnc2)C(C)(C)C)c(C(F)(F)F)c1 (configuration not stated) the results were NPYLR7 agonist 6.4 and hcGAS lum -7.4.
`CS(=O)(=O)Cc1cccc(C(=O)NC2CCCc3ccccc32)c1` (configuration not stated) gave NPYLR7 agonist 4.5 and hcGAS lum 0.4.
Screening CC(=O)NC1=C(NCCOc2ccccc2)C(=O)c2ccccc2C1=O returned NPYLR7 agonist 2.4 and hcGAS lum -3.1.
O=C(Cn1c(=O)oc2ccccc21)c1cc(F)ccc1F was read as NPYLR7 agonist -0.2, hcGAS lum -6.9 and mcGAS lum -4.8.
Screening CC(C)CCN1CCN(Cc2cnc(N3CCOCC3)s2)CC1CCO (configuration not stated) returned NPYLR7 agonist 7.7 and hcGAS lum 1.8.
For COc1ccc(OC)c(CN(Cc2ccc3c(c2)OCO3)Cc2nc(C(=O)NCc3ccco3)co2)c1 the results were NPYLR7 agonist 18.3, hcGAS lum -0.7 and mcGAS lum -5.2.
Screening CCc1cnc(CN2C(C(=O)OC)CC3CCCCC32)o1 (configuration not stated) returned NPYLR7 agonist 10.5 and hcGAS lum -6.2.
`Cc1nc(C#N)c(N/N=C\c2ccccc2)o1` gave NPYLR7 agonist -9.1, hcGAS lum -3.7 and mcGAS lum -7.6.
For COc1ccc(F)cc1C(=O)Nc1ccc(C(=O)c2nccn2C)cc1 the results were NPYLR7 agonist 3.7 and hcGAS lum 4.7.
Screening Cc1ccc(S(=O)(=O)NC(=O)C2CCCCC2)cc1 returned NPYLR7 agonist 3.0 and hcGAS lum -9.8.
CC(=O)n1c(O)c(N=NC(=O)COc2ccc(Cl)cc2)c2ccccc21 was read as NPYLR7 agonist -1.4 and hcGAS lum 1.0.
Screening O=C(CCSc1ccc2c(c1)OCCO2)NCCc1cnc[nH]1 returned NPYLR7 agonist 5.0 and hcGAS lum -8.3.
Screening CCCSc1ncccc1C(=O)Nc1ccc(C(C)(C)C)cc1 returned NPYLR7 agonist -6.1, hcGAS lum -7.5 and mcGAS lum -3.5.
`CN(Cc1cccc(C#N)c1)C(=O)Nc1c(F)cccc1-n1cccn1` gave NPYLR7 agonist 9.9 and hcGAS lum -8.8.

Random excerpt: 2 entries already listed, in no set order.
For COc1ccc(NC(=O)NC(Cn2ccnc2)C(C)(C)C)c(C(F)(F)F)c1 (configuration not stated) the results were NPYLR7 agonist 6.4 and hcGAS lum -7.4.
For COc1ccc(F)cc1C(=O)Nc1ccc(C(=O)c2nccn2C)cc1 the results were NPYLR7 agonist 3.7 and hcGAS lum 4.7.

The results go on:
Screening COc1nn(C)cc1C(=O)Nc1cccc(C(C)=O)c1 returned NPYLR7 agonist 2.3 and hcGAS lum -3.5.
Screening CC1(C(=O)NCc2cccc3ccccc23)CCN1Cc1ccc(-c2ccccc2)o1 (configuration not stated) returned NPYLR7 agonist 6.2 and hcGAS lum -9.3.
For CCn1ncc(N2CCC(NC(=O)C(C)(C)CC)CC2)cc1=O the results were hcGAS lum -12.9 and mcGAS lum -5.0.
CC(C)(C)c1cc(NC(=O)C(=O)NC2CCN(C3CC3)C2)no1 (configuration not stated) was read as NPYLR7 agonist 11.7 and hcGAS lum -10.4.
Screening O=C(c1ccc(Cl)c(Cl)c1)N1CCC(Cc2ccc(F)cc2)CC1 returned NPYLR7 agonist 2.0, hcGAS lum -3.4 and mcGAS lum -5.4.
Screening Cc1cccnc1CC(C)Nc1nccc(C2CCCC2)n1 (configuration not stated) returned NPYLR7 agonist 11.2 and hcGAS lum -1.7.
For Cc1ccccc1C(C(=O)NCc1c(C)noc1C)N(C)C (configuration not stated) the results were NPYLR7 agonist 4.2 and hcGAS lum -5.6.
`COC(=O)C1=C(C)N(Cc2ccccc2)C(=O)C1(NC(=O)CCc1ccccc1)C(F)(F)F` (configuration not stated) gave NPYLR7 agonist -9.4, hcGAS lum -6.3 and mcGAS lum -8.4.
Cc1nc(SCc2cccc(C(=O)NCCc3ccccn3)c2)nc(N2CCN(c3ccccc3Cl)CC2)c1C was read as NPYLR7 agonist 3.5, hcGAS lum -7.7 and mcGAS lum -5.7.
CCOC(=O)CN1CCN(c2cccc(C(F)(F)F)c2)C(=O)C1C (configuration not stated) was read as NPYLR7 agonist 0.3, hcGAS lum -5.4 and mcGAS lum -3.4.
For c1ccc(N2CCN(c3nnnn3-c3ccccc3)CC2)cc1 the results were NPYLR7 agonist 4.4, hcGAS lum -2.7 and mcGAS lum -5.1.
Screening CSc1ccc(C=Cc2nc(N)nc(-c3ccccc3O)n2)cc1 returned NPYLR7 agonist 0.6, hcGAS lum -4.9 and mcGAS lum -5.9.
CCOC(=O)c1nn(-c2ccccc2)c(=O)cc1OS(=O)(=O)c1ccc(CC)s1 was read as NPYLR7 agonist 11.2 and hcGAS lum -1.5.
For Cn1ccnc1-c1ccc(N2CCN(C/C=C/c3ccccc3)CC2)nn1 the results were NPYLR7 agonist 0.3 and hcGAS lum 0.6.
COCc1nc(-c2cccc(CN3CCN(C(=O)c4cccc(C#N)c4)CC3)c2)no1 was read as NPYLR7 agonist 23.3, hcGAS lum -3.6 and mcGAS lum -2.3.

Screening results: PubChem, Fisher Drug Discovery Resource Center
